TCR CD3 inh = human TCR-CD3 binding inhibition; AID 651800; TAMRA-labeled TCR probe fluorescence, biochemical; hit rate 0.37% among 360,000; inhibition, % at 9.4 µM; in the data active = inhibition above about 19%;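 note: recombinant mutant TCR 2C K166C tagged with TAMRA read by polarization; 0% = receptor in buffer alone and 100% = receptor with positive control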
HTRA1 inhibitor = blocks human HTRA1 serine peptidase. Q92743. recombinant HTRA1, FP-rhodamine activity-based probe, fluorescence polarization. inhibition, % at 5.96 µM. hit rate 0.5% among 340,000. AID 504803; in the data active = inhibition above about 36%;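 note: 0% = enzyme with DMSO and 100% = wells lacking enzyme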
PG9 Ab binder = binds the HIV-1 gp120 antibody PG9; AID 624416; hit rate 0.43% among 360,000; TR-FRET gp120-PG9 antibody binding; inhibition, % at 6.7 µM; in the data active = inhibition above about 8.5%
PRMT1 inh = PRMT1 (human) inhibition, primary screen; Q99873; recombinant PRMT1, activity-based probe fluorescence polarization; inhibition, % at 2.79 µM; hit rate 1.3% among 370,000; AID 652257;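 active = inhibition above about 21% made by adding two undisclosed values, limit read from the data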
Target sequence (Q99873 whole entry, looked up): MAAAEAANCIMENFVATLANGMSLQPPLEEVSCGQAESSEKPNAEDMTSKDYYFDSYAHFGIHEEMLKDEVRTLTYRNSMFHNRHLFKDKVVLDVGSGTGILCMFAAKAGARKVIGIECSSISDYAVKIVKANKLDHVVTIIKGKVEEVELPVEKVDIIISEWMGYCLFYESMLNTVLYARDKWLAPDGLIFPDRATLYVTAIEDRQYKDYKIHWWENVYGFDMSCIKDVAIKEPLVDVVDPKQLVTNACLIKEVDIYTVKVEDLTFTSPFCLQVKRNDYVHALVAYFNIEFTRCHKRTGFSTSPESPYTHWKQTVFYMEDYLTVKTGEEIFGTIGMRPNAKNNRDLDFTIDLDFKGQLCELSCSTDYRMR
UHRF1 MBD2 ctr = UHRF1 methyl-DNA binding inhibition; hit rate 0.75% among 370,000; UHRF1 binding to methylated oligo, TR-FRET; Q96T88; inhibition, % at 4.4 µM; in the data active = inhibition above about 21%;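 note: UHRF1 SRA domain binding a hemimethylated CpG hairpin DNA probe; 0% = median of test compound wells and 100% = reference inhibitor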
rCAG RNA binder = binds r(CAG) RNA repeats; r(CAG) RNA repeat, TO-PRO-1 dye displacement fluorescence; inhibition, % at 3 µM; hit rate 1.3% among 370,000;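 active = inhibition above the plate cutoff, the mean of all test compounds on that plate plus 3 SD, cut at about 35% in these data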;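 note: 0% = DMSO alone and 100% = 100 µM mitoxantrone as full dye displacement; higher means more dye released from RNA so lower well fluorescence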
MBD2 inh = blocks human MBD2 binding to methylated DNA; Q9UBB5; TR-FRET, MBD2 binding to methylated oligonucleotide; inhibition, % at 4.4 µM; hit rate 0.31% among 370,000; AID 686964; in the data active = inhibition above about 13%
Target sequence (Q9UBB5 whole entry, looked up): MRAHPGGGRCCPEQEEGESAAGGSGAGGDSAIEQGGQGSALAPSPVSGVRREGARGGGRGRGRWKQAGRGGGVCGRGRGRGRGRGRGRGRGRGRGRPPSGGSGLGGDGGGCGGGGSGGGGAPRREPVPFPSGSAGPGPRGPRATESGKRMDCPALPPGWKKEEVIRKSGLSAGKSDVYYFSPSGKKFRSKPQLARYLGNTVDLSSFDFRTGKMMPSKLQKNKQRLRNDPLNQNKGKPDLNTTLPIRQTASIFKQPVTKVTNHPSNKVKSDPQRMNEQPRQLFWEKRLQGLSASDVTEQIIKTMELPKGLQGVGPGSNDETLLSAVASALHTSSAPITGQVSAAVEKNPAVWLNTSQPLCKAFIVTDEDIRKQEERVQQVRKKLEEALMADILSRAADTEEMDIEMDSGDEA
ABHD4 inh = inhibits mouse alpha/beta hydrolase domain 4 | purified mABHD4, FP-Rh probe fluorescence polarization | Q8VD66 | inhibition, % at 8.92 µM | hit rate 0.54% among 370,000;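 active = inhibition exceeding the mean over every tested compound plus 3 SD, cut at about 30% in these data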;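 note: 0% = plate median of compound wells and 100% = S159A mutant with DMSO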
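Assay system: mouse ABHD4 enzyme, wild type / Also added: fluorescent activity-based probe FP-Rh / Doses: single nominal dose of 8.92 µM, 0.89% DMSO final / Timing: 45 min compound pre-incubation plus 60 min probe step, 25 °C / Signal: FP readout, ex 525 nm / em 598 nm / Control set: S159A mutant/DMSO as 100%, compound-well median as 0%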
NR1D1 modulator = modulates human Rev-erb alpha binding to DNA; P20393; Rev-erbα–FITC-DNA binding, fluorescence polarization, 90 min; activity, % at 10 µM; hit rate 0.79% among 370,000; AID 1259318;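 active = activity above about 14%, limit read from the data; passing the limit was not always enough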;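 note: 0% = DMSO wells with 35 nM protein and 100% = DMSO wells with 750 nM protein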
LEDGF integ inh = blocks HIV-1 LEDGF/p75-dependent DNA integration; TR-FRET IN-LEDGF/p75 DNA integration, Eu/Cy5; inhibition, % at 3.7 µM; hit rate 0.64% among 370,000; AID 743269;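 active = inhibition above the screen-wide mean plus 3 SD, cut at about 13% in these data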;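 note: signal is the Cy5 over europium emission ratio at 671 and 618 nm; 0% = plate median of compound wells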
Starred values were filed as active, the others as inactive; nt = not tested or not shown. Only part of the results is shown, so the mix of outcomes need not match the whole.

cpd | SMILES | rCAG RNA binder | LEDGF integ inh | NR1D1 modulator | ABHD4 inh | UHRF1 MBD2 ctr | TCR CD3 inh | HTRA1 inhibitor | PG9 Ab binder | PRMT1 inh | MBD2 inh
1 | COc1cc(/C=N/Nc2ccccc2C(F)(F)F)ccc1O | 6 | 2 | -13 | 7 | -5 | 3 | 2 | 0.3 | 2 | -3
2 | COC(=O)[C@@]1(Cc2ccc(OC)cc2)[C@@H]2C(=CC(=O)[C@H]2CC(=O)C(=O)N(C)C)CN1C(=O)c1ccccc1 | 8 | 1 | -4 | 1 | -3 | 2 | nt | -0.4 | -1 | -4
3 | COc1ccc(Br)cc1CN1CCN(C(=O)c2ccc(OC)c(OC)c2)CC1 | -6 | -9 | 1 | 10 | 4 | -2 | 0 | -0.7 | 5 | -4
4 | O=C(O)/C=C(/c1ccccc1)C(F)(F)F | -2 | -5 | 1 | 5 | 3 | -6 | -2 | -2.0 | 7 | 3
5 | O=c1oc(-c2cccc([N+](=O)[O-])c2)nc2ccccc12 | 5 | 0 | -3 | -4 | 4 | -4 | -8 | 1.7 | 4 | 6
6 | O=C(CCc1nnc2ccc(N3CCCCC3)nn12)NCC1CCN(Cc2ccc(F)cc2)CC1 | -9 | -3 | -3 | 7 | 6 | -1 | 6 | -0.7 | 0 | 3
7 | CCCC[C@H]1C2CC(OC(=O)Nc3cccc(F)c3)C(C2)[C@H]2CCCCN21 (stereo partly specified) | -2 | 3 | -3 | -4 | -1 | nt | nt | nt | -6 | -3
8 | COc1cccc(Nc2nc3ccccc3nc2-n2nc(C)cc2C)c1 | 1 | 0 | 3 | 5 | -1 | 5 | 1 | 0.4 | -3 | 0
9 | CCOC(=O)N1CCC(NS(=O)(=O)c2ccc3c(c2)OCC(=O)N3)CC1 | 2 | 4 | -5 | 0 | 5 | -1 | 4 | 1.7 | 2 | -1
10 | CCNC(=S)Nc1cccc(F)c1C | 4 | -5 | -2 | -1 | -2 | 4 | nt | -1.2 | -4 | -4
11 | O=C1c2cccc3cccc(c23)C(=O)N1/N=C/c1ccc(O)cc1O | 2 | 2 | 3 | 1 | -18 | 4 | 1 | -0.9 | -1 | -8
12 | CC(C)Cn1c2c(c(O)c(C(=O)Nn3c(Cc4ccccc4)nc4ccccc4c3=O)c1=O)CCCC2 | 4 | -1 | -3 | -1 | -2 | 3 | 5 | 0.9 | 0 | 3
13 | Cc1ccc(NC(=O)CN2C(=O)N/C(=C/c3ccc(N4CCOCC4)cc3)C2=O)cc1 | 3 | 2 | 4 | -9 | -4 | 0 | 2 | -0.6 | -3 | 0
14 | O=C(COc1ccc(Cl)cc1Cl)NC(=S)N1CCCc2ccccc21 | 3 | 0 | nt | 9 | 2 | -5 | 29 | -0.4 | 15 | 5
15 | O=C(Nc1ccc(S(=O)(=O)N2CCCC2)cc1)c1ccc(CN2CCOCC2)cc1 | -1 | 1 | -6 | -2 | 1 | -1 | 0 | -0.4 | 3 | -2
16 | C=C[C@@H]1c2ccccc2N(S(=O)(=O)c2ccc(C)cc2)[C@H](c2ccc(C(=O)OC)cc2)C1(C#N)C#N | 8 | -3 | 1 | 3 | 0 | -1 | -17 | 0.3 | -1 | 1
17 | c1ccc(-c2nn3c(-c4ccco4)nnc3s2)nc1 | 5 | 3 | -5 | 8 | -29 | 1 | 1 | 3.1 | -3 | -3
18 | C/C(=N\OCC(=O)Nc1ccc(OC(F)(F)F)cc1)c1ccc2c(c1)OCCO2 | -5 | 1 | -2 | -24 | -3 | 0 | -31 | 0.6 | -2 | 0
19 | COCCNC(=O)C(=O)NCC1OCCN1S(=O)(=O)c1cc(F)ccc1F (stereo unspecified) | 2 | -3 | -1 | 4 | -3 | 0 | 1 | -1.1 | -2 | 1
20 | CC1CCCN(Cc2c(O)ccc3c2O/C(=C\c2ccco2)C3=O)C1 (stereo unspecified) | 27 | 29* | -12 | 13 | 14 | 6 | 18 | -0.8 | 22* | 6
21 | CC(C)(c1ccccc1)c1ccc(OCc2ccc(C(=O)O)o2)cc1 | 39* | 0 | 3 | -5 | 0 | 4 | -13 | 0.3 | 0 | 0
22 | COc1cccc(CNC(=O)CCCNC(=O)c2ccc(Cl)cc2)c1 | -3 | -5 | -4 | -3 | 5 | -6 | 6 | -3.9 | 4 | 2
23 | COC(=O)c1cc(NC(=O)COC(=O)C2COc3ccccc3O2)cc(C(=O)OC)c1 (stereo unspecified) | 2 | -7 | 5 | 2 | 12 | -4 | 0 | 1.0 | 2 | 8
24 | C=CC[n+]1ccc2ccccc2c1C | 3 | -5 | 1 | 1 | 0 | 1 | 6 | -2.5 | -4 | -5
25 | COc1nc(N)c(S(=O)(=O)c2ccc(C)cc2)cc1C#N | 3 | -1 | 2 | -7 | 6 | 0 | -12 | 2.2 | 1 | -2
26 | COc1ccc(OCCCC(=O)N(C)CC(=O)Nc2c(C)cccc2C)cc1 | -4 | -3 | 6 | 12 | 0 | 2 | 4 | 0.3 | 4 | 2
27 | COc1ccccc1N1CCN(C(=O)c2c(-c3ccccc3Cl)noc2C)CC1 | -7 | 1 | -7 | 4 | -2 | 2 | 1 | -0.9 | 1 | 3
28 | COC(=O)c1cc(OC)c(OC)cc1NCC(=O)Nc1cccc(C(F)(F)F)c1 | 7 | 2 | 1 | -6 | 1 | -3 | -5 | -1.9 | 1 | -1
29 | CN(C)/C=C/c1c([N+](=O)[O-])c2ccc(O)cc2n1-c1ccccc1 | 27 | 1 | 0 | 16 | 1 | 2 | 34 | -2.5 | 12 | 1
30 | COc1ccc(CC(=O)NCc2nnc(SCC(=O)Nc3nccs3)n2C)cc1 | -5 | -2 | 0 | -4 | 1 | 2 | -10 | 0.6 | 0 | 5
31 | O=C(C1=CC=CN2CCS(=O)(=O)N=C12)N1CCN(c2cccc(Cl)c2)CC1 | 1 | 0 | 6 | 1 | 1 | -11 | 3 | 0.9 | 2 | 3
32 | CCCCOc1ccc(C(=O)N/C(=C/C=C/c2ccccc2)C(=O)NCCO)cc1 | 1 | 1 | -3 | -4 | -3 | -1 | -15 | 0.3 | -6 | 1
33 | CCOc1ccccc1NC(=O)CCSc1nc2n[nH]c(C)c2c(=N)n1-c1ccccc1Cl | 9 | -4 | 35* | -6 | -30 | 3 | -17 | 41* | 0 | -3
34 | COc1cc(OC)c(C2CC(=O)N3CN(C)CSC3=C2C#N)cc1OC (stereo unspecified) | 13 | 2 | -5 | 2 | -2 | 0 | -4 | 0.0 | 42* | 1
35 | O=C(CCc1ccccc1)C(=O)N1CCCC(C(=O)c2cccc(Cl)c2)C1 (stereo unspecified) | -3 | 1 | 5 | -2 | 1 | 0 | -23 | -0.9 | -2 | 0
36 | O=C(NCCCN1CCOCC1)c1cc(-c2ccccc2)on1 | 0 | 6 | 8 | 0 | 3 | -7 | -7 | 1.4 | -3 | -2
37 | CCc1ccc(OCC(=O)N(Cc2ccccc2)C2CCS(=O)(=O)C2)cc1 (stereo unspecified) | -6 | 2 | 2 | -3 | -1 | 0 | -10 | -1.9 | 0 | 1
38 | COc1ccc(CCNc2nc(C)nc3c2oc2ccccc23)cc1OC | 14 | -1 | -1 | 3 | 0 | -5 | -3 | -0.2 | 1 | 6
39 | CC12CCC(C/C1=N\N=C1\NC(=O)/C(=C\c3ccc(Cl)cc3)S1)C2(C)C (stereo unspecified) | 25 | -8 | 0 | -6 | 17 | -6 | -7 | -1.9 | 5 | 13*
40 | Cc1noc(C)c1CSc1nnc(-c2ccncc2)n1-c1ccc(Cl)c(Cl)c1 | -9 | -1 | -6 | 7 | 0 | -5 | -3 | -0.8 | -1 | 7
41 | O=C(COC(=O)CCC(=O)c1ccc(Cl)cc1)NCc1ccco1 | 2 | 3 | -7 | 6 | 4 | -3 | -13 | 0.3 | 9 | 5
42 | COc1cc2c(cc1OC)C(c1ccc3c(c1)OCO3)C1=C(CC(C)(C)CC1=O)N2 (stereo unspecified) | -6 | -2 | 2 | 10 | 3 | -4 | -5 | 1.1 | 0 | 5
43 | CCN(CC)CC(=O)Nc1ccc(/C(C)=N/NC2=NCCN2)cc1 | 2 | -1 | -6 | -4 | -1 | -3 | 3 | -4.9 | -3 | -2
44 | CCN(CC)C(=O)CC(c1ccc2c(c1)OCO2)c1c(O)cc(OC)cc1OC (stereo unspecified) | 0 | -1 | -3 | 2 | 1 | -7 | -15 | 0.6 | 0 | 2
45 | CCC(C)c1ccccc1N1CC(C(=O)N2CCN(S(=O)(=O)c3ccc(F)cc3)CC2)CC1=O (stereo unspecified) | -6 | -4 | 2 | -7 | 3 | -8 | -4 | -0.2 | 2 | 1
46 | COC(=O)C(C)Sc1nc(NCc2ccccc2)nc(N(C)C)n1 (stereo unspecified) | -5 | -3 | -4 | 1 | 1 | -2 | 0 | -0.5 | 1 | 4
47 | Cc1ccc(C)c(N2CCN(C(=O)c3nn(C)c4c3CS(=O)(=O)c3ccccc3-4)CC2)c1 | -2 | 0 | -4 | -9 | -2 | 8 | -4 | -0.1 | 0 | -4
48 | O=C(N/N=C/c1cn[nH]c1-c1ccc(F)cc1)c1ccncc1 | -1 | -4 | -1 | 6 | 1 | -4 | -1 | 0.3 | 1 | -1
49 | Cn1nnnc1-c1cc(Br)ccc1NC(=O)c1ccccc1 | 4 | -1 | 72* | -4 | 4 | 7 | 8 | -1.7 | 1 | 2
50 | C=C(C)C(=O)Nc1cccc(C(C)=O)c1 | 2 | 2 | -6 | 1 | 18 | -6 | 0 | 1.1 | -1 | 7
51 | O=C(CSCc1cccc(Cl)c1)OCc1nc2ccsc2c(=O)[nH]1 | 2 | 4 | -1 | -7 | -1 | 5 | -3 | -1.8 | -5 | -6
52 | COCCN1C(=O)CCC1(C)c1nnnn1Cc1ccccc1 (stereo unspecified) | 1 | -3 | -7 | -1 | 0 | 0 | nt | -1.2 | -3 | -1
53 | CCCc1cc(=O)[nH]c2nnc(SCC(=O)Nc3nccs3)n12 | 1 | -2 | -3 | -1 | 2 | 1 | -1 | 1.0 | -4 | -1
54 | CCCCn1c(N)c(NCC(C)C)c(=O)[nH]c1=O | 0 | 3 | -7 | 1 | 1 | 4 | -1 | -2.1 | 1 | -1
55 | O=C(Nc1nnc(SCc2ccc(F)cc2)s1)c1ccccn1 | 2 | 3 | -1 | -9 | -3 | -3 | 0 | 0.4 | -4 | 7

Screening results deposited in PubChem BioAssay by several laboratories.
